Screening results: PubChem, several laboratories
TNAP inh hiacc = human TNAP enzyme inhibitors, primary screen, biochemical, luminescent, high phosphate acceptor level, uHTS; purified TNAP, CDP-star luminescence, 1 M DEA; inhibition, % at 20 µM; 200,000 tested, 0.03% active;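 active means over 50% inhibition of tissue-nonspecific alkaline phosphatase at 20 µM in the single-dose screen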;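 further: plate controls were DMSO wells for no effect and EDTA-quenched wells as full inhibition for full effect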
Target sequence (P05186 whole entry, looked up): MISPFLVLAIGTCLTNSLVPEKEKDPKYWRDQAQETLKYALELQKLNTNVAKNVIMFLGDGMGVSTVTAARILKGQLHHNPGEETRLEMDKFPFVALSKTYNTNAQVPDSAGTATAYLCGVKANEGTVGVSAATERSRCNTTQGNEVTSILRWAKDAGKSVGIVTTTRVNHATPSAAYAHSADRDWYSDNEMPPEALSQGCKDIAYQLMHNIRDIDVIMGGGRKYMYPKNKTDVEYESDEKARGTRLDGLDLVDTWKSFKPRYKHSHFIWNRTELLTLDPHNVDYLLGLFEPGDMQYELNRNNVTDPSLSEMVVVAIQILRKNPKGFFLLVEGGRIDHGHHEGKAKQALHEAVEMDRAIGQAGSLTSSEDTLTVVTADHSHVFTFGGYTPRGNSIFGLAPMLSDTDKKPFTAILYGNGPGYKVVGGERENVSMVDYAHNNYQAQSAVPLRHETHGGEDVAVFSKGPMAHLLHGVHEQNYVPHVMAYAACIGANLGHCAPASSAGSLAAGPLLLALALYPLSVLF
NF-kB neuron act = activators of NF-kB expression in neurons, primary screen, cell-based, HTS; human neuronal cells, NF-kB reporter expression; hits give high values; fold change at 12.5 µM; 190,000 tested, 1.6% active; in the data active means fold change above about 3.3
PMI activator = activators of human PMI, primary screen, biochemical, fluorescence intensity, near-Km mannose 6-phosphate | purified human PMI, coupled resazurin fluorescence, 20 min; hits give high values; 1 = vehicle control, 0 substrate-free wells | Mannose-6-phosphate isomerase (Homo sapiens), P34949 | activation factor at 20 µM | 190,000 tested, 0.005% active;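 active means activation factor of 2 or more at 20 µM, relative to plate controls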
Target sequence (P34949 whole entry, looked up): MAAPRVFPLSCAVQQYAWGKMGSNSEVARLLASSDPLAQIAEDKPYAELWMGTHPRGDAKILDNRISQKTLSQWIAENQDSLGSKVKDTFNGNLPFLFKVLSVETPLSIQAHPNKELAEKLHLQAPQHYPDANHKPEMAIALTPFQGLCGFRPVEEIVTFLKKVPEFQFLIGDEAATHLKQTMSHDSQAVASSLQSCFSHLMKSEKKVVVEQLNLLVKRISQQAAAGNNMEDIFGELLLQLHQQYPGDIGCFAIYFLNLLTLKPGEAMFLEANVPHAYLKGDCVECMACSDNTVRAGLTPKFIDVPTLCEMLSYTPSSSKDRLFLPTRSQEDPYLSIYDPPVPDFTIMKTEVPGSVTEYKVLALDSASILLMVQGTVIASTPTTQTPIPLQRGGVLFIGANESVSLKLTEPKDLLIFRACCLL
TNAP act hi DEA = TNAP activators at high phosphate acceptor level, primary screen, biochemical, luminescence, uHTS | purified TNAP, CDP-star luminescence, 1 M DEA, 30 min; hits give high values; 0 = EDTA background, 1 = DMSO-only activity | activation factor at 20 µM | AID 1136, 2008 | 200,000 tested, under 10 active;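 active means activation factor at least 2 at 20 µM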
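Measured by: Luminescent substrate turnover signal | Test system: Human TNAP | Input: TNAP 1/800 final | Dosing: 20 µM single point | Schedule: 30 min, room temperature | Controls: EDTA wells as negative control, DMSO wells as positive control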
bIAP act = bovine intestinal alkaline phosphatase activators, primary screen, biochemical, bovine IAP, CDP-star luminescence; activation factor at 20 µM; purified bovine IAP, 30 min; hits give high values; fold of DMSO-control signal, blank-subtracted; 200,000 tested, 0.17% active; alkaline phosphatase, intestinal [Bos taurus];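 active means activation factor of 2 or more at 20 µM, a signal rise over negative controls twice the positive control's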
TNAP inh noacc = human TNAP enzyme inhibitors, primary screen, biochemical, luminescent, no phosphate acceptor, uHTS; Alkaline phosphatase, tissue-nonspecific isozyme (Homo sapiens), P05186; purified TNAP, CDP-star luminescence, 30 min; inhibition, % at 20 µM; 200,000 tested, 0.26% active; AID 1012, 2008;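 active means tissue-nonspecific alkaline phosphatase inhibition above about 50% at 20 µM in the single-dose screen, limit read from the data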;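 further: 0% = DMSO negative control and 100% = EDTA positive control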
APP 5'UTR act = activators of APP 5'UTR luciferase reporter, primary screen, SH-SY5Y cells | SH-SY5Y APP 5'UTR luciferase reporter, luminescence; zero percent = DMSO vehicle wells | activation, % at 2 µM | 190,000 tested, 1% active;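 active means activation above a set limit, based on mean plus 3 SD of controls, cut at about 140% in these data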; further: values of inactives mirror those of a sister screen read the other way
FLuc inhib CS = firefly luciferase enzyme inhibitors, primary screen, artefact control for luciferase-based inhibitor screens, biochemical, luminescence, ATPLite; Luciferin 4-monooxygenase (Photinus pyralis), P08659; 200,000 tested, 1.5% active; 10 min; inhibition, % at 10 µM;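 active means inhibition above about 50% when tested at 10 µM, limit read from the data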
FLuc stim CS = FLuc activators, initial screening, artefact control for FLuc-dependent activation tests, biochemical, ATPlite luminescence | Luciferin 4-monooxygenase (Photinus pyralis), P08659 | 200,000 tested, under 10 active | ATPlite luciferase biochemical, 10 min; 0 = ATP-free wells, 1 = DMSO control | activation factor at 10 µM;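 active means luciferase activation factor, scaled between plate controls, of at least 2 with compound at 10 µM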
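Material: luciferase plus luciferin reagent, cell-free. Medium: PBS buffer for ATP. Also added: ATP substrate, dispensed from a 10.24 µM working solution in PBS. Doses: test compounds dosed from 2 mM stocks in 100% DMSO. Incubation: 10 min post-reagent at room temperature. Technique: light output (luminescence). Read-out basis: luminescence gain marking luciferase activators.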
PMI act hi M6P = human PMI activators, high substrate, primary screen, biochemical, fluorescence intensity, near-saturating mannose 6-phosphate; coupled PMI enzyme assay, resazurin fluorescence, 20 min; hits give high values; 1 = untreated enzyme, 0 = substrate-free blank; activation factor at 20 µM; 190,000 tested, 0.34% active; AID 1216, 2008;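 active means activation factor of 2 or more at 20 µM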
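Material: human phosphomannose isomerase with PGI, G6PDH, diaphorase coupling enzymes. Quantity: 15 ng/mL PMI. Medium: HEPES pH 7.4 buffer with MgCl2 and Tween-20. Reagent: Near-saturating mannose-6-phosphate, 1.0 mM. Compound: 20 µM single dose. Times: enzyme reaction with compound 20 min at room temperature. Detection: resorufin fluorescence at Ex 544/Em 590 nm.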
* = called active by the depositor; x = not tested or not shown. No enrichment for hits; 3.6% or so of the library scored in one or more.

SMILES	TNAP inh hiacc	NF-kB neuron act	PMI activator	TNAP act hi DEA	bIAP act	TNAP inh noacc	APP 5'UTR act	FLuc inhib CS	FLuc stim CS	PMI act hi M6P
S=C(c1ccccc1)N1CCCc2ccccc21	-3	1.1	1	1	1.2	-7	0	-2	1	1
Cc1n[nH]c(C)c1CCCOc1ccccc1	0	1.1	1.1	1	0.4	0	x	0	1	1.1
O=C(NCCc1ccccn1)C1CCN(S(=O)(=O)c2ccc(Cl)cc2)CC1	-2	1.1	1	1	1	-11	0	-3	1	1
CCC(C)C(NC(=O)C(CC(C)C)NC(=O)C(CO)NC(=O)C1CCC(=O)N1)C(=O)OC (stereo not drawn)	-1	x	0.9	1	1.1	-1	16	-2	1	1
Cc1ccc(SCCCn2cnc3ccccc3c2=O)cc1	-4	1.1	1	1	1	5	-10	-11	1.1	1.1
CC1=CC(=O)C=CC1(C)C(Cl)Cl (stereo not drawn)	2	1	0.9	1	0.9	-6	-6	1	1	0.6
Cc1oc(-c2cc(F)ccc2F)nc1CN1CCN(c2cnccn2)CC1	-3	1	1	1	1	-7	0	3	1	1.1
CCOC(=O)c1ccc(NC(=S)N2CCCC2c2ccc(OC)c(OC)c2)cc1 (stereo not drawn)	-2	0.86	0.9	1	1.3	3	-10	-7	1.1	0.9
Cc1ccc(CNC(=O)CN(CCc2ccccc2)S(C)(=O)=O)cc1	-8	1.1	1	1.1	1	-18	-13	-7	1.1	1
CCC(C(=O)NCc1ccco1)n1nc(-c2ccc(OC)cc2)ccc1=O (stereo not drawn)	-9	1.9	1	1.1	0.9	-6	-13	-11	1.1	1
O=C(c1cccs1)N(c1cccc(Cl)c1)C1C=CS(=O)(=O)C1 (stereo not drawn)	-2	1.1	0.9	1	1	-12	-17	-2	1	0.9
CCCCCOc1ccccc1C(=O)NCC(=O)O	-4	1.2	1.1	1	0.9	3	8	-8	1.1	1
COC(=O)/C(=C\Nc1ccc(Cl)cc1Cl)NC(=O)c1ccccc1	0	1.4	0.9	1	1	-6	x	0	1	0.9
O=C(NNC(=O)c1cc(OCC(F)(F)F)ccc1OCC(F)(F)F)c1ccc(Cl)c(Cl)c1	-4	0.78	0.8	1	0.9	-26	x	-10	1.1	0.8
Cc1cccc(NC(=O)CN2C(=S)NC(C)(C)CC2C)c1C (stereo not drawn)	-2	0.98	1	1	1	-16	-10	-4	1	1.1
CCCCNC(=O)c1c[nH]c2ccc(S(=O)(=O)Nc3ccc(OCC)cc3)cc2c1=O	0	1	1.2	1	0.6	-6	2	0	1	0.9
COc1ccc(Cl)cc1C(=O)Nc1ccc(Br)c(C)n1	-5	1.1	0.9	1	1.1	-6	69	0	1	0.9
O=C(O)C1C2C=CC(C2)C1C(=O)N1CCOCC1 (stereo not drawn)	-1	1.2	0.9	1	0.9	-8	4	-10	1.1	0.9
Cc1ccc(NC(=O)c2cccs2)cc1NC(=O)c1cccnc1	-5	0.9	1	1	1.2	-10	12	8	0.9	1
NC(=NC(=O)c1ccccc1)N1N=CCC1c1ccccc1 (stereo not drawn)	4	1.1	1	1	1	0	11	-1	1	0.9

Next section; it opens with the 3 that closed the last part.
SMILES	TNAP inh hiacc	NF-kB neuron act	PMI activator	TNAP act hi DEA	bIAP act	TNAP inh noacc	APP 5'UTR act	FLuc inhib CS	FLuc stim CS	PMI act hi M6P
O=C(O)C1C2C=CC(C2)C1C(=O)N1CCOCC1 (stereo not drawn)	-1	1.2	0.9	1	0.9	-8	4	-10	1.1	0.9
Cc1ccc(NC(=O)c2cccs2)cc1NC(=O)c1cccnc1	-5	0.9	1	1	1.2	-10	12	8	0.9	1
NC(=NC(=O)c1ccccc1)N1N=CCC1c1ccccc1 (stereo not drawn)	4	1.1	1	1	1	0	11	-1	1	0.9
Cc1cccc(OCCOCCSc2ncccn2)c1	-4	1.3	0.9	1	0.9	-8	22	-8	1.1	0.9
COc1ccc(-c2nnc(SCC(=O)N3CCCC(C)C3)o2)c(OC)c1 (stereo not drawn)	-1	1.2	1	1	1.1	-13	1	0	1	1
COC(=O)c1ccc(CSc2cc(C)c3cc(C)cc(C)c3n2)o1	-2	0.95	1	1	1	-6	45	-1	1	1
Cc1ccc(NC(=O)c2cccc3c2-c2ccccc2C3=O)cc1C	-2	0.96	0.9	1	0.8	-7	6	-1	1	1
O=c1c2ccccc2nc(CSc2nnnn2-c2ccccc2)n1-c1cccc(C(F)(F)F)c1	-3	1.2	1.1	1	0.9	-12	3	-6	1.1	1.1
CC(C)n1c(N2CCN(C(=O)N3CCCCC3)CC2)nc2ccccc21	-2	0.93	0.9	1	1	-8	8	-5	1.1	0.9
COc1ccc([N+](=O)[O-])cc1NC(=O)Nc1ccc(OC)c(OC)c1	-2	0.73	1.1	1	1	-3	9	2	1	0.9
COc1ccc(OCC(=O)Nc2nnc(-c3ccco3)s2)cc1	2	1.2	1.1	1	1	6	4	-2	1	1.1
Cc1ccc(CNC(=O)C2CCC(CNc3c(N4CCOCC4)c(=O)c3=O)CC2)cc1 (stereo not drawn)	-2	1.1	1	1	1.1	-9	1	-5	1	0.9
CC(C)c1ccc(S(=O)(=O)c2cn(Cc3ccc(F)cc3)c3cc4c(cc3c2=O)OCO4)cc1	-3	0.92	1	1	1	5	-6	-3	1	0.8
Cc1cc(=O)cc(C)n1-c1ccc(O)cc1	-6	1.3	1.1	1.1	0.9	-15	12	-3	1	1.1
Cc1nn(C)cc1CN(C)C(=O)CCc1nnc(CCC2CCCCC2)o1	-6	1.4	1.1	1.1	1	-8	5	-4	1	1.2
CC(=O)Nc1ccccc1NC(=O)C/C(C)=N/NC(=O)c1ccncc1	-4	1.3	1.2	1	1.1	-5	8	-4	1	1.1
O=C1Nc2ccc([N+](=O)[O-])cc2OC1CCN1CCN(Cc2ccccc2)CC1 (stereo not drawn)	5	1.4	0.9	1	0.9	6	0	-2	1	1
O=C1NC(Cc2ccccc2)C(=O)N1Cc1cc([N+](=O)[O-])cc2c1OCOC2 (stereo not drawn)	-6	1.1	1.1	1.1	0.9	-21	1	-2	1	1
Cc1nn(-c2ccccc2)c(Cl)c1CN(C(=O)CCl)c1ccc(Cl)cc1	-4	0.08	0.9	1	0.7	-20	-14	-7	1.1	1
CO/N=C(\C(=O)N[C@@H]1C(=O)N2C(C(=O)O)=C(COC(N)=O)CS[C@H]12)c1ccco1	1	1.1	0.8	1	0.8	-2	9	-4	1	0.9
C=CCn1c(SCC(=O)Nc2ccc3c(c2)OCO3)nnc1-c1cc(Br)ccc1O	-5	0.84	0.9	1	0.9	-8	-4	-7	1.1	0.9
CCOC(=O)N=Nc1c2ccccc2c2nc3no[nH]c3nc12	1	0.09	1.1	1	1.1	-4	-94	-6	1.1	0.6
CN1CCN(S(=O)(=O)c2ccc(NC(=O)c3csc4ccccc34)cc2)CC1	-8	1.1	1	1.1	0.8	-4	-3	-21	1.2	1.1
Cc1c(NC(=O)Nc2ccccc2Cl)sc(=S)n1C	0	1.5	1.1	1	0.8	-6	-7	1	1	1
CCc1cc2cc(OC)ccc2nc1SCC(=O)Nc1cc(OC)c(OC)cc1C(=O)O	-3	0.95	0.9	1	1.1	-8	-7	-3	1	0.8
COc1ccc(-c2nc3c([nH]2)c(=O)n(C)c(=O)n3C)c(OC)c1	-1	1.1	1	1	1	-2	-2	0	1	1
CCc1ccc(N(C(=O)c2csnn2)C(C(=O)NCc2ccccc2)c2ccco2)cc1 (stereo not drawn)	-5	1	1.1	1	0.9	11	3	0	1	1.1
COc1ccc(CC(=O)N2CCOCC2)cc1	-4	0.92	1.2	1	1	0	-9	-4	1	1.1
Cc1nn(-c2ccccc2)c2sc(C(=O)NNC(=O)COc3cccc4ccccc34)cc12	-6	1	0.9	1.1	1.2	-22	5	-6	1.1	0.9
O=C(/C=C/c1cccc([N+](=O)[O-])c1)n1cnc2ccccc21	-4	1.2	0.9	1	1	-18	-51	-4	1	0.9
CC(=O)C(Cc1cnc(Cl)s1)(Cc1cnc(Cl)s1)C(C)=O	2	1.4	1.2	1	1	-2	6	-3	1	1.5
Cc1cccc(NC(=O)CN(C)S(=O)(=O)c2cccc3nsnc23)c1C	-2	0.84	1	1	1	-10	1	-4	1	1
CCc1cc2c(=O)n(-c3ccc(Br)cc3)cnc2s1	-7	2.4	1.1	1.1	0.8	-3	13	6	0.9	1.1
Cc1c(NC(=O)CCC2CCCCC2)cc(C(=O)N2CCOCC2)cc1[N+](=O)[O-]	-3	0.95	1	1	0.9	-14	9	-6	1.1	1.1
CC(C)CC(=O)NC(NC(=S)Nc1ccccc1)C(Cl)(Cl)Cl (stereo not drawn)	-6	1	1	1.1	1.2	-11	14	-6	1.1	1.1
Cc1cnc(NC(=O)c2ccc(-c3nc4ccccc4s3)o2)s1	-6	0.62	0.9	1.1	1	1	-1	-2	1	0.8
CCOC(=O)c1c(N)sc2c(OC)c(Br)ccc12	-4	1.2	0.9	1	0.8	-5	3	-1	1	0.9

Copied from the list.
`Cc1ccc(NC(=O)c2cccs2)cc1NC(=O)c1cccnc1` – APP 5'UTR act: 12
`COc1ccc(-c2nnc(SCC(=O)N3CCCC(C)C3)o2)c(OC)c1` (stereo not drawn) – PMI activator: 1
`Cc1c(NC(=O)CCC2CCCCC2)cc(C(=O)N2CCOCC2)cc1[N+](=O)[O-]` – APP 5'UTR act: 9
`Cc1nn(C)cc1CN(C)C(=O)CCc1nnc(CCC2CCCCC2)o1` – TNAP act hi DEA: 1.1
`S=C(c1ccccc1)N1CCCc2ccccc21` – bIAP act: 1.2

Structural class, the entries above with a CF3 group (2)
SMILES	TNAP inh hiacc	NF-kB neuron act	PMI activator	TNAP act hi DEA	bIAP act	TNAP inh noacc	APP 5'UTR act	FLuc inhib CS	FLuc stim CS	PMI act hi M6P
O=C(NNC(=O)c1cc(OCC(F)(F)F)ccc1OCC(F)(F)F)c1ccc(Cl)c(Cl)c1	-4	0.78	0.8	1	0.9	-26	x	-10	1.1	0.8
O=c1c2ccccc2nc(CSc2nnnn2-c2ccccc2)n1-c1cccc(C(F)(F)F)c1	-3	1.2	1.1	1	0.9	-12	3	-6	1.1	1.1
